Compound activity as filed in PubChem.
Htt clearance: compounds clearing mutant huntingtin protein | AID 853 | inhibition, % at 1.5 µM | HeLa Exon1htt(103Q)mCFP, aggregate imaging; zero = plate's median compound well | actives 0.42% (n = 47,000);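 active means inhibition of aggregate fluorescence above about 70%, also judged a hit by eye on the cell image, limit read from the data, passing the limit was not always enough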;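 further: cells exposed to compound for three days before fixation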
Htt clearance grain fraction: recorded beside Htt clearance, whose call it bears; fraction fluorescence in grains; measured here: aggregate grain fluorescence fraction; hits give low values;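 scaled fraction of total cell fluorescence in grains with unit not stated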
Starred values were filed as active, the others as inactive.

Htt clearance grain fraction,Htt clearance,Compound
54,-34,O=S(=O)(Nc1nc(CN2CCOCC2)nc2sc3c(c12)CCCC3)c1cc(F)ccc1F
17,5,CCCc1ccc(C(C)NC(=O)c2cnccn2)cc1 (stereo unspecified)
27,-33,COC(=O)c1cc(OC)c(OC)cc1NC(=O)CCCCCN1C(=O)CCC1=O
34,-67,CC(C)CC(c1nnnn1C(C)(C)C)N1CCN(C2CCCC2)CC1 (stereo unspecified)
13,39,COc1cccc2cc(C(C)=O)c(=O)oc12
38,2,ONC(=Nc1ccc(Cl)cc1)c1ccccc1Cl
13,33,Cc1cccc(C)c1NC(=O)CSc1nnc(Cn2nnc(-c3ccccc3)n2)n1-c1ccccc1
41,-12,COc1ccccc1N1CCN(C(=O)Cc2cccs2)CC1

Other structures
Htt clearance grain fraction,Htt clearance,Compound
1.8*,91*,CC(NC(=O)CSc1nc2sc3c(c2c(=O)n1-c1ccccc1)CCCC3)c1ccccc1 (stereo unspecified)
22,-15,COc1ccc(CCNC(=O)CN2CCC(C(N)=O)CC2)cc1
11,45,Cc1cc(C(=O)Cn2cncn2)c(C)n1CCc1ccc(F)cc1
24,24,O=C1Nc2cc(Cl)c(Cl)cc2N(O)N1c1ccccc1
25,33,Cc1ccc2cc(C#N)c(N3CCCN(S(=O)(=O)c4ccccc4)CC3)nc2c1
14,24,COc1ccc(C(=O)c2ccc(OC)cc2O)c(O)c1
24,-26,CCC(=O)Nc1ccc2c(c1)C(=O)N(C1CCCCC1)C2=O
161,-380,CCc1cc(=O)oc2cc(C)c(CN3CCCCC3)c(O)c12

Sorted by molecular weight (smallest number first): 3 of the compounds above.
Htt clearance grain fraction,Htt clearance,Compound
17,5,CCCc1ccc(C(C)NC(=O)c2cnccn2)cc1 (stereo unspecified)
24,24,O=C1Nc2cc(Cl)c(Cl)cc2N(O)N1c1ccccc1
1.8*,91*,CC(NC(=O)CSc1nc2sc3c(c2c(=O)n1-c1ccccc1)CCCC3)c1ccccc1 (stereo unspecified)

(list continues)
Htt clearance grain fraction,Htt clearance,Compound
42,-22,CCOc1ccc2nc(SCC(=O)NC3CCS(=O)(=O)C3)[nH]c2c1 (stereo unspecified)
34,4,CC1(c2cc([N+](=O)[O-])cc([N+](=O)[O-])c2)CC(C)(C)N(C(=O)c2ccccc2)c2ccccc21 (stereo unspecified)
25,-6,C=CCNC(=O)CN(c1ccc(OC)cc1OC)S(C)(=O)=O
33,-52,O=C(NNc1cccc(Cl)n1)c1ccc(Cl)cc1Cl
19,2,CCOC(=O)c1ccc(NS(=O)(=O)c2cc(C)ccc2OC)cc1
50,-15,COc1ccc2nc(SCC(=O)Nc3c(C)cccc3C)[nH]c2c1
25,-31,O=c1c(-c2ccco2)[n+]([O-])c2ccccc2n1OCc1ccccn1
47,-26,Cc1oc(-c2ccc(F)cc2)cc1-c1nn2c(-c3ccco3)nnc2s1

Following part:
Htt clearance grain fraction,Htt clearance,Compound
37,-9,CCc1cccc2c1NC(=O)[C@]21[C@@H]2C(=O)N(Cc3ccccc3)C(=O)[C@@H]2[C@@H]2CCCN21
20,3,O=C(NCCOC(=O)c1cccs1)c1cccnc1
50,-22,CCC(=O)N1CCCc2cc(S(=O)(=O)N3CCN(c4ncccn4)CC3)ccc21
21,-22,COC(=O)c1cc(OC)c(OC)cc1NC(=O)CSc1nnc(-c2cccnc2)n1C
40,-7,Cc1csc(NC(=O)CSc2nc3ccccc3s2)n1
20,8,CCC(=O)Nc1cccc(NC(=O)CSc2nnnn2Cc2ccccc2)c1
14,17,CCNC(=O)CN(CCc1ccccc1)S(C)(=O)=O
20,-10,Cc1oc2c(cc(NS(=O)(=O)c3cccs3)c3ccccc32)c1C(=O)OC(C)C

Further compounds.
Htt clearance grain fraction,Htt clearance,Compound
22,51,O=C(c1ccco1)N1CCN=C1SCc1ccccc1Cl
29,0,CCOC(=O)c1nnn(-c2nonc2N)c1CSc1ccccn1
37,4,CC(C)CNC(=O)CCCc1c[nH]c2ccccc12
18,10,c1ccc2sc(SCc3ccc(-c4nnco4)cc3)nc2c1
32,16,Cc1nnc(NCc2ccco2)s1
16,11,Cc1ccc(C(=O)CSc2ncnc3sc4c(c23)CCC(C)C4)cc1 (stereo unspecified)
21,-3,Cc1cc(C)n(-c2nc3c(c(=O)n(Cc4ccc(Cl)c(Cl)c4)c(=O)n3C)n2C)n1
46,-31,COC(=O)c1oc2ccc(Br)cc2c1-n1cccc1

(list continues)
Htt clearance grain fraction,Htt clearance,Compound
22,-12,Cc1n[nH]c(=O)nc1N1CCN(c2ccccc2)CC1
14,35,c1ccc2[nH]c(NCCCN3CCOCC3)nc2c1
33,-8,COc1ccccc1OCc1ccc(C(=O)NCC2CCCO2)o1 (stereo unspecified)
16,30,Cc1cc2c(n1-c1ccc(Cl)cc1)CC(C)(C)CC2=O
59,-48,O=c1cc(CSc2nnc(-c3cccnc3)n2-c2ccccc2F)nc2sccn12
57,-47,CNc1c([N+](=O)[O-])cnn1-c1ccc(C)cc1
55,-43,CCOc1cccc(NC(=O)CSc2nc(C)c3c(c2C#N)CCCC3)c1
37,9,O=C(Nc1nnc(C2CC2)s1)c1ccncc1

(next part)
Htt clearance grain fraction,Htt clearance,Compound
13,37,Cc1ccc(S(=O)(=O)Cn2nnnc2CN(Cc2ccco2)CC2CCCO2)cc1 (stereo unspecified)
48,-29,NC(=O)C1CCN(C(=O)c2ccc(NC3=NC4CS(=O)(=O)CC4S3)cc2)CC1 (stereo unspecified)
52,-52,CCn1[nH]c(=O)c(=Nc2c(C)n(C)n(-c3ccccc3)c2=O)cc1-c1ccc(Cl)cc1
24,19,O=c1c2ccsc2ncn1Cc1ccc(Cl)cc1
64,-194,COc1ccc(NS(=O)(=O)c2cccs2)c(OC)c1
11,34,CN(C)C(=O)N1CCCC(C(=O)NCc2ccccc2)C1 (stereo unspecified)
43,-17,COc1ccc(S(=O)(=O)NCc2ccc(C(=O)N3CCN(c4ccccn4)CC3)cc2)cc1
17,24,COc1ccc(OC)c(-c2cc(C(=O)Nc3sc4c(c3C#N)CCC(C)C4)c3ccccc3n2)c1 (stereo unspecified)

New compounds follow
Htt clearance grain fraction,Htt clearance,Compound
33,-59,CN(c1ccccc1C(=O)NCc1ccccn1)S(C)(=O)=O
10,49,Cc1cc(C)nc(SC2CCOC2=O)n1 (stereo unspecified)
22,40,Cc1[nH]c(-c2ccc3c(c2)OCO3)nc1C(=O)O
17,17,CCOc1cccc(-c2nnc3sc(COc4ccc(OC)cc4)nn23)c1
37,-1,COCCNC(=O)CN(CC1CCCO1)C(=O)CCC(=O)Nc1ccccn1 (stereo unspecified)
10,40,COc1ccc(-n2c(=O)c3c4c(sc3n3c(C)nnc23)COC(C(C)C)C4)cc1 (stereo unspecified)
17,18,O=c1cc(N2CCc3ccccc32)[nH]c(=O)n1-c1ccccc1
41,-29,Cc1ccc(-n2c(CCc3ccccc3)nnc2SCC(=O)NCc2ccccc2)cc1C

(listing goes on)
Htt clearance grain fraction,Htt clearance,Compound
39,-6,O=C(Nc1nccs1)c1cc2c(s1)-c1ccccc1OC2
13,23,N#C/C(C(=O)N1CCOCC1)=C1/SC=C(c2ccccc2)N1c1ccccc1
42,-11,CC(C)OC(=O)CSc1nnc(CNc2nc(-c3ccccc3)cs2)n1C
22,-5,O=C(CSc1nnnn1-c1ccc2c(c1)OCO2)NCc1cccs1
32,-1,O=C(CNC(=O)c1cccs1)OCC(=O)c1ccccc1
22,-29,Cc1nn(C)c(C)c1CNC(=O)c1nn2c(c1Cl)NC(c1cccs1)CC2C(F)(F)F (stereo unspecified)
35,4,COc1ccc(CCNC(=O)c2cnn3c(C(F)F)cc(C)nc23)cc1OC
20,-4,N#Cc1cc2c(nc1SCC(O)CS(=O)(=O)Cc1ccccc1)CCCC2 (stereo unspecified)

(listing goes on)
Htt clearance grain fraction,Htt clearance,Compound
20,-14,CCCS(=O)(=O)C(=C1Nc2ccccc2N1)S(=O)(=O)CCC
197,-296,COc1ccc(NC(=O)N2CCC(c3ccccc3)C2)c(OC)c1 (stereo unspecified)
47,-36,COc1ccccc1-n1c(N)c(C(N)=O)sc1=S
19,4,COc1ccc(OC)c(NC(=O)CC(NCCC2=CCCCC2)C(=O)O)c1 (stereo unspecified)
14,29,COc1ccc(OC)c(S(=O)(=O)Nc2ccccc2C(F)(F)F)c1
27,-53,c1cc2c(cc1C1CCCCC1)c1c3n2CCCNC3CCC1 (stereo unspecified)
19,0,O=C(NCC1COc2ccccc2O1)c1cc2ccccc2o1 (stereo unspecified)
48,-27,O=C(c1ccccc1)c1cn[nH]c1-c1ccccc1O

Already shown: entries from further up.
Htt clearance grain fraction,Htt clearance,Compound
54,-34,O=S(=O)(Nc1nc(CN2CCOCC2)nc2sc3c(c12)CCCC3)c1cc(F)ccc1F
17,5,CCCc1ccc(C(C)NC(=O)c2cnccn2)cc1 (stereo unspecified)
27,-33,COC(=O)c1cc(OC)c(OC)cc1NC(=O)CCCCCN1C(=O)CCC1=O
34,-67,CC(C)CC(c1nnnn1C(C)(C)C)N1CCN(C2CCCC2)CC1 (stereo unspecified)

Following part:
Htt clearance grain fraction,Htt clearance,Compound
49,-1,COc1ccc(OC)c(NC(=O)c2nnn(CCc3ccccc3)c2N)c1
12,43,Cc1cc(N=Cc2cc(Cl)ccc2O)no1
24,-36,CCCCNC(=O)c1cc2c(=O)n3cccc(C)c3nc2n(Cc2ccncc2)c1=N
34,7,Cc1ccc(NC(=O)c2c(C)nc(Nc3nc4ccccc4o3)nc2C)cc1
9,46,CCn1c(SCc2nc3ccccc3c(=O)[nH]2)nnc1-c1cccnc1
46,-34,CC1Oc2ccccc2N(CC(=O)N2CCCc3ccccc32)C1=O (stereo unspecified)
16,15,CS(=O)(=O)NCCCNc1ccc(Cl)cc1[N+](=O)[O-]
24,-35,CCc1nnc(NC(=O)CSc2nnc(-c3ccc(OC)cc3)n2C)s1

(list continues)
Htt clearance grain fraction,Htt clearance,Compound
27,-36,CCCNC(=O)c1cccc(COCC(F)(F)C(F)F)c1
11,40,O=C(NCCc1ccccc1F)C1CCCN1S(=O)(=O)c1ccccc1 (stereo unspecified)
44,-118,COc1ccccc1-c1nnc(SCc2ccccn2)n1C
76,-317,CCCCCCCCCn1c2c(c(=N)c3c1CCC3)CCC2
17,10,c1ccc(COc2cccc(CN3CCN(c4ccccn4)CC3)c2)cc1
48,-32,COc1ccc(C(=O)/C=C/Nc2cc(C)on2)c(OC)c1
16,20,O=C(Cn1nnc2c(cnn2-c2ccccc2)c1=O)N1CCN(c2ccccc2F)CC1
22,50,COc1ccc(/C=N/Nc2snc(SC)c2C#N)cc1OC

(continued)
Htt clearance grain fraction,Htt clearance,Compound
54,-36,CCCCNC(=O)CC1N=C2c3ccccc3N=C(SCC(=O)Nc3ccc(OC)cc3)N2C1=O (stereo unspecified)
22,-20,CCOC(=O)/C(C#N)=C/NC(=O)NC(C)(C)C
16,15,COCCn1c(SCc2c(F)cccc2Cl)nc2c1c(=O)[nH]c(=O)n2C
48,-10,Oc1ccc(Nc2nc(N3CCCC3)c3ccccc3n2)cc1
27,30,CC(C)OCC(O)CN (stereo unspecified)
26,-32,CCOc1ccccc1N1CCN(C(=O)Nc2ccc(F)c(Cl)c2)CC1
14,28,O=C(Nc1cccc2ccccc12)C1CCN(C(=O)Cc2ccccc2)CC1
23,-37,CCn1c(CCNC(=O)c2cccs2)nnc1SCC(=O)Nc1ccc(Cl)cc1

Next compounds follow.
Htt clearance grain fraction,Htt clearance,Compound
49,-47,Cc1cc2nn(-c3ccccc3)nc2cc1NC(=O)c1cccs1
23,-26,Cc1nc2c(C(=O)N3CCCCC3)cnn2c(C)c1Cc1ccccc1F
27,20,CCOc1ccc(NC(=O)CSc2nnc(C)n2CCCOC)cc1
41,16,COc1cc(NC(=O)c2cc3c(=O)n(C)c4ccccc4c3n2C)cc(OC)c1OC
6.6,67,CN(CC(=O)N1CC(=O)N(CCc2ccccc2)C(=O)C1)S(=O)(=O)c1cccc2nsnc12
26,-41,CC(=O)Nc1cccc(NC(=O)CSc2nc(C)c(C)c(C)c2C#N)c1
54,-25,COc1ccc(-n2c(N)c(C(=O)NCc3ccco3)sc2=S)cc1
27,26,COc1ccc(C(=O)c2ccc(OC)c(OC)c2)cc1OC

By substructure, the compounds so far with an NH in an aromatic ring
Htt clearance grain fraction,Htt clearance,Compound
42,-22,CCOc1ccc2nc(SCC(=O)NC3CCS(=O)(=O)C3)[nH]c2c1 (stereo unspecified)
50,-15,COc1ccc2nc(SCC(=O)Nc3c(C)cccc3C)[nH]c2c1
37,4,CC(C)CNC(=O)CCCc1c[nH]c2ccccc12
22,-12,Cc1n[nH]c(=O)nc1N1CCN(c2ccccc2)CC1
14,35,c1ccc2[nH]c(NCCCN3CCOCC3)nc2c1
52,-52,CCn1[nH]c(=O)c(=Nc2c(C)n(C)n(-c3ccccc3)c2=O)cc1-c1ccc(Cl)cc1
22,40,Cc1[nH]c(-c2ccc3c(c2)OCO3)nc1C(=O)O
17,18,O=c1cc(N2CCc3ccccc32)[nH]c(=O)n1-c1ccccc1
48,-27,O=C(c1ccccc1)c1cn[nH]c1-c1ccccc1O
9,46,CCn1c(SCc2nc3ccccc3c(=O)[nH]2)nnc1-c1cccnc1
16,15,COCCn1c(SCc2c(F)cccc2Cl)nc2c1c(=O)[nH]c(=O)n2C

New compounds follow
Htt clearance grain fraction,Htt clearance,Compound
20,-24,CNC(=O)C1C2C=CC3(O2)C1C(=O)N(C1CC1)C3C(=O)NCc1ccc(OC)cc1 (stereo unspecified)
19,5,Cc1c(C(=O)N2CCCCC2)sc(NC(=O)C(C)C)c1C#N
22,-11,COc1ccc(C=NCC2COc3ccccc3O2)cc1OC (stereo unspecified)
15,21,CCOc1ccc(N2CC(C(=O)Nc3cccc(C)c3C)CC2=O)cc1 (stereo unspecified)
30,19,CC(=O)N1c2ccc(S(=O)(=O)CCC(=O)O)cc2CC1C (stereo unspecified)
54,-38,Cc1ccc(C(=O)Nc2ccc(N3CCOCC3)nc2)cc1
24,32,C=CCNC(=O)C(C#N)c1nc2ccccc2nc1N1CCCCCC1 (stereo unspecified)
39,-25,CC1(C)N=C(/C=N/O)CN1O
15,23,O=C1CC(c2c[nH]c3ccccc23)C(=O)N1 (stereo unspecified)

These rows are one share of the data. The share of hits here may be higher or lower than overall.
